GPR151 ag = activators of human GPR151; Q8TDV0; PathHunter beta-arrestin GPR151 cells, luminescence; activation, % at 11.2 µM; actives 1% (n = 650,000); in the data active means activation above about 4.9%;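 further: 0% = median of compound wells and 100% = cells with positive control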
Target sequence (Q8TDV0 whole entry, looked up): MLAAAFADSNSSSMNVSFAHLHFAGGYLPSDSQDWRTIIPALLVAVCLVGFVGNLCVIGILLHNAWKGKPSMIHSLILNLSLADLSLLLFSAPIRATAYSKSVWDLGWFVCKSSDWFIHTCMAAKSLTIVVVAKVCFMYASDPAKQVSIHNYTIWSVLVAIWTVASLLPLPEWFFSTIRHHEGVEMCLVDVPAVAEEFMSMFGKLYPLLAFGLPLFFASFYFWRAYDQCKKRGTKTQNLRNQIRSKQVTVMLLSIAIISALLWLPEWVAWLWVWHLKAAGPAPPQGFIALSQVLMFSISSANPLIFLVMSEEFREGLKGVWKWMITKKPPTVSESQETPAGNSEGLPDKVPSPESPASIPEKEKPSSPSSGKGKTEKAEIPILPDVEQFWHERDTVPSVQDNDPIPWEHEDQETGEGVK
FBW7 act = human FBW7 E3 ligase activation, primary screen; Q969H0; AlphaScreen FBW7–phospho-cyclin E peptide binding, activator screen; normalized activity (activation), % at 26.1 µM; actives 0.13% (n = 650,000); in the data active means normalized activity above about 1.9%;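 further: purified mutant Fbw7 with reduced substrate affinity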
MITF primary = human MITF inhibition, primary screen; actives 0.91% (n = 650,000); O75030; inhibition, % at 2.6 µM; AlphaScreen MITF homodimerization, bead proximity signal; in the data active means inhibition above about 50%;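 further: 0% = vehicle wells with protein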
Target sequence (O75030 whole entry, looked up): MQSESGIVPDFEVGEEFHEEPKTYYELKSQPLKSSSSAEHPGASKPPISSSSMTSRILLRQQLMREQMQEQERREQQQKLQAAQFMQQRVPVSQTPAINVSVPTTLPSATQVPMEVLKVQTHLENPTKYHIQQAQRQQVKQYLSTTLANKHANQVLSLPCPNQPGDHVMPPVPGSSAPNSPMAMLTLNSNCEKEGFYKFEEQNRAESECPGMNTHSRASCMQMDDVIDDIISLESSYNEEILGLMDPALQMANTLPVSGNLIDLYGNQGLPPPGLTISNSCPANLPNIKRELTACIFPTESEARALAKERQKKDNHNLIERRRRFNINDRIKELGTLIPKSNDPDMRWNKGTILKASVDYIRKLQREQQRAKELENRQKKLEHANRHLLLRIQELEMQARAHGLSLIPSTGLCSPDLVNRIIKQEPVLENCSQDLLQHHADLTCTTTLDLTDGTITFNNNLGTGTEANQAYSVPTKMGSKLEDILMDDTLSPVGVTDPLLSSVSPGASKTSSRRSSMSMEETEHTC
TEAD-YAP block = TEAD-YAP interaction inhibition | AID 1259422 | HEK-TIYL cells, TEAD-Gal4/YAP UAS-luciferase luminescence | inhibition, % at 9.12 µM | actives 1.4% (n = 640,000); in the data active means inhibition above about 32%;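 further: 0% = median of test compound wells and 100% = reference inhibitor wells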
* hit, by the source's call; · = no result given; & = joins results of further samples.

nr	SMILES	GPR151 ag	FBW7 act	MITF primary	TEAD-YAP block
1	COc1ccc(-c2cc(C(=O)NCc3ccc4c(c3)OCO4)c3ccccc3n2)cc1	-1.7	0.1	4	-1
2	CCOC(=O)C1=C(C)NC2=C(C(=O)CC(c3ccccc3)C2)C1c1cccc(OC)c1 (stereo not given)	-0.1	0.4	-3	8
3	CCOc1ccc(NC2SC(=O)NC2=O)cc1 (stereo not given)	5.0*	0.1	-2	9
4	CCOC(=O)NC(=O)CSC1=C(C#N)C(c2cccs2)C(C(=O)OCC)=C(C)N1 (stereo not given)	0.8	-0.3	0	16
5	O=C(CN1CCC(O)(c2ccccc2)CC1)Nc1ccc(N2CCCC2)cc1	-1.5	0.7	11	-3
6	NC(=O)c1c(NC(=O)/C=C/c2ccc([N+](=O)[O-])s2)sc2c1CCCCC2	1.3	-0.1	-6	-6
7	Cc1ccc(CN2CCN(CC(=O)NC(C)CCc3ccccc3)C2=O)cc1 (stereo not given)	1.0	0.0	-7	6
8	C=CCc1cc(OC)ccc1OCC(O)CN1CCN(C(=O)OCC)CC1 (stereo not given)	-1.5	-0.1	3	-6
9	Fc1ccc(-c2cnc3ccc4ccncc4c3c2)cc1	0.1	0.2	16	-8
10	CCN(CC)c1ccc(C(=O)Oc2ccc(C(=O)OC)cc2)cc1	-0.9	0.1	3	-7
11	COc1ccc(C(c2nnnn2Cc2ccccc2)N2CCC(C(N)=O)CC2)cc1 (stereo not given)	0.4	0.2	4	-3
12	C=CCN1C(=O)C(CC(=O)Nc2ccc(OC)cc2)N(Cc2ccco2)C1=S (stereo not given)	0.5	0.2	7	9
13	Cc1ccc(Cl)c2c1NC(=O)C2(O)CC(=O)c1cccs1 (stereo not given)	1.9	0.2	-6	11
14	CCCc1nc2nc(C)c(NS(=O)(=O)c3cccs3)c(=O)n2[nH]1	-1.3	0.7	5	5
15	Cc1cc(C)cc(N(C(=O)c2ccccc2)C2C=CS(=O)(=O)C2)c1 (stereo not given)	0.6	-0.2	2	1
16	Fc1cccc(Cl)c1CSc1ncnc2ccccc12	-0.7	0.1	11	-3
17	O=C(CN1C(=O)C(=O)N(Cc2ccco2)C1=O)Nc1ccc2c(c1)OCCO2	-1.4	-0.2	-5	5
18	O=C(Nc1ccc(F)cc1F)c1cc(Cl)cc(Cl)c1	-2.0	-0.1	-12	-14
19	Fc1ccc(-c2nc3cnccn3c2NCc2cccs2)cc1F	0.1	-0.1	6	4
20	Cc1cc2nc(N3CCC(NCCCn4nnc5ccccc54)CC3)nc(C)c2cc1C	0.0	0.1	1	6
21	NC(=O)C1CCN(C(=O)CCCCCn2c(=S)[nH]c3ccccc3c2=O)CC1	0.6	-0.1	3	2
22	CC(C)(C)c1ccc(C(O)CCCN2CCC(C(O)(c3ccccc3)c3ccccc3)CC2)cc1 (stereo not given)	1.5&1.8&-0.7	0.0&-0.1&0.0	-10&-3&16	-7&1
23	O=C(O)c1cccc(NC(=O)c2cc(S(=O)(=O)N3CCOCC3)cs2)c1	-1.2	-0.2	-4	-2
24	N#C/C(=C\c1ccc(O)cc1)C(=O)NCc1ccc(Cl)cc1	-1.0	0.0	3	4
25	Cc1cnc(Nc2ccncn2)nc1NCCO	-1.0	-0.1	3	-5
26	COc1cccc(-c2cc(C(=O)Nc3cc(Cl)ccc3O)on2)c1	0.6	0.0	-13	-38
27	O=C(NCC1CCCN(C(=O)NCc2ccccc2)C1)c1cccs1 (stereo not given)	-0.2	-0.1	0	1
28	CCCC1=NN2C(=N)/C(=C/c3cc(Cl)c(OCCOc4cccc(C)c4)c(OCC)c3)C(=O)N=C2S1	1.1	-0.1	8	-9
29	O=C(C1CCCCC1)N1CCC(c2nnc(-c3ccco3)o2)CC1	-0.1	-0.1	-7	-3
30	CCC1(CC)OC2c3cc([N+](=O)[O-])ccc3OCN2c2ccccc21 (stereo not given)	1.7	0.1	7	-3
31	CCOc1ccc(C(=O)Nc2ccc(NC(=O)c3ccccc3)c(C)c2)cc1Br	-1.8	-0.2	-8	-10
32	Cc1ccc(NC(=O)c2cc3cccnc3n(C)c2=O)cc1Cl	0.2	0.1	-2	-1
33	Cc1ccc(C)c(COc2coc(CN3CCN(c4ccccc4)CC3)cc2=O)c1	0.3	0.0	24	12
34	CCN(CC)c1ccc(/C=C(/C#N)C(=O)NC(C)C)o1	-0.8	-0.1	-4	-13
35	COc1ccc(OC)c(CN2CCN(C/C=C/c3ccccc3)CC2)c1	3.4	0.0	81*	5
36	CCCCN(C)S(=O)(=O)c1cc(Br)cnc1N	-0.2	0.0	4	0

The final 3 records of the section before open the next one:
nr	SMILES	GPR151 ag	FBW7 act	MITF primary	TEAD-YAP block
34	CCN(CC)c1ccc(/C=C(/C#N)C(=O)NC(C)C)o1	-0.8	-0.1	-4	-13
35	COc1ccc(OC)c(CN2CCN(C/C=C/c3ccccc3)CC2)c1	3.4	0.0	81*	5
36	CCCCN(C)S(=O)(=O)c1cc(Br)cnc1N	-0.2	0.0	4	0
37	CC(=O)OC1c2ccccc2C(=O)N1c1ccccc1 (stereo not given)	-0.6	0.1	1	-15
38	Cc1nc(Nc2ccccc2)c2oc3ccccc3c2n1	1.6	0.1	-19	0
39	COc1cc(C(=O)Nc2c(C)n(C)n(-c3ccccc3)c2=O)ccc1OCc1c(Cl)cccc1Cl	-1.5	-0.1	-4	1
40	Oc1ccc(Cl)cc1C1CC(c2cccc(Br)c2)=NC(c2ccc(Br)cc2)N1 (stereo not given)	1.5	-0.1	3	20
41	O=C(/C=C/c1ccc2c(c1)OCO2)c1ccco1	-2.7	-0.1	31	-31
42	CC(=O)Nc1ccc(C(=O)N2CCCC2)cc1	1.9	0.1	4	4
43	CCCOC(=O)COc1ccc2c(=O)c(-c3ccc(Cl)cc3)c(C(F)(F)F)oc2c1	1.2	-0.1	-1	1
44	COc1ccc(CN2CCN(Cc3cccc(C)c3)CC2CCO)cc1C (stereo not given)	-3.0	-0.1	-3	-6
45	Cc1noc(NS(=O)(=O)c2ccc(NC(=O)c3cccc([N+](=O)[O-])c3)cc2)c1C	-0.4	0.1	12	3
46	COCC(=O)Nc1c(C)nc2cnc(-c3ccc(F)c(Cl)c3)cn12	0.5	0.0	-15	0
47	Cc1ccc2oc(C(=O)Nc3ccc(C)c(C)c3)cc(=O)c2c1	0.6	-0.1	6	1
48	CCOC(=O)N1CCC(N(CCOC)C(=S)Nc2cccc(Cl)c2C)CC1	0.5	0.6	10	7
49	Cc1nnc2c(Nc3ccc(F)c(Cl)c3)nc3ccccc3n12	0.2	-0.1	6	2
50	Cc1cc(C2C(C#N)=C(N)N(c3cc(Cl)cc(Cl)c3)C3=C2C(=O)CCC3)c(C)s1 (stereo not given)	3.3	0.1	-15	-16
51	CC(=O)N1CCc2cc(Br)cc(S(=O)(=O)Nc3ccc(C(C)C)cc3)c21	-0.6	0.1	16	5
52	CCC(=O)c1ccc(N2CCN(CCC#N)CC2)c(F)c1	0.6	-0.1	-3	-1
53	COc1ccc(OC)c(C2C(C#N)=C(N)Oc3cc(C)n(CCN(C)C)c(=O)c32)c1 (stereo not given)	-0.7	0.0	3	5
54	Cc1ccc2oc(=N)c3c(N)nc(-c4ccc5c(c4)OCO5)cc3c2c1	1.3	0.2	-3	-26
55	CC1Sc2ccc(C#N)cc2N(Cc2ccccc2F)C1=O (stereo not given)	0.0	0.0	2	11
56	CC1=Nc2ccccc2/C1=C/c1c(N)n2c(-c3ccccc3)csc2nc1=O	0.0	0.0	24	-2
57	Cc1c(Cl)c(Cl)nc(Cl)c1C(=O)Nc1ccc(Cl)cc1	0.7	0.1	-7	-1
58	O=C(Cc1ccccc1)Nc1nnc(-c2ccccc2Cl)s1	-1.4	0.1	1	3
59	CCOC(=O)N1CCC(N(CCOC)C(=O)Nc2ccc(Cl)c(Cl)c2)CC1	0.2	0.0	-1	-13
60	O=S(=O)(c1ccc(Cl)cc1)N1CCCC(c2nnc(COc3ccccc3)o2)C1 (stereo not given)	1.0	0.0	-5	-6

Record cards (already shown). Order of values: GPR151 ag, FBW7 act, MITF primary, TEAD-YAP block
Listed for Cc1nnc2c(Nc3ccc(F)c(Cl)c3)nc3ccccc3n12 → 0.2, -0.1, 6, 2
Listed for COc1ccc(OC)c(C2C(C#N)=C(N)Oc3cc(C)n(CCN(C)C)c(=O)c32)c1 (stereo not given) → -0.7, 0.0, 3, 5

Going on with the list.
nr	SMILES	GPR151 ag	FBW7 act	MITF primary	TEAD-YAP block
61	O=C(CSc1ccc2nnc(-c3ccccc3)n2n1)Nc1ccccc1	-0.1	-0.2	-1	-7
62	CC1CCN(C(=O)c2ccc(NC(=O)C(=O)NC(C)C)cc2)CC1	2.3	-0.1	3	-12
63	Cc1ccc(C)c(Nc2ncccc2C(=O)NCc2cccs2)c1	-1.1	0.0	-5	-7
64	CCC1CCCCN1c1nc(C)cc(C)n1 (stereo not given)	-0.2	-0.2	-1	8
65	Cc1noc(C)c1C(=O)OCc1cc([N+](=O)[O-])cc2c1OCOC2	-0.7	0.0	3	-9
66	O=C(CCN1C(=O)c2ccccc2C1=O)Nc1ccc(N2CCOCC2)cc1	-0.6	0.1	18	17
67	NCCCCC1(c2ccccc2)C(=O)Oc2ccccc21 (stereo not given)	-0.6	0.3	12	1
68	CCOCCCNC(=O)c1cc(=O)[nH]c2ccc(S(=O)(=O)N3CCCCC3)cc12	-0.6	-0.1	-1	-5
69	CCCN(CCC)S(=O)(=O)c1ccc(NC(=O)CCc2ccccc2)cc1	7.6*	0.1	-3	11
70	CC(C)(C)C(=O)COC(=O)Cc1cn2ccsc2n1	0.9	0.0	2	6
71	O=C(Cc1ccsc1)N1CCC[C@@H]2CN(C/C=C/c3ccccc3)CC[C@H]21	0.4	0.0	9	-5
72	O=S(=O)(Nc1ccccc1CO)c1ccc2c(c1)OCCO2	1.5	0.1	-12	3

In the list so far, two contain an aryl thioether with sulfur outside any ring:
nr	SMILES	GPR151 ag	FBW7 act	MITF primary	TEAD-YAP block
16	Fc1cccc(Cl)c1CSc1ncnc2ccccc12	-0.7	0.1	11	-3
61	O=C(CSc1ccc2nnc(-c3ccccc3)n2n1)Nc1ccccc1	-0.1	-0.2	-1	-7

New compounds follow
nr	SMILES	GPR151 ag	FBW7 act	MITF primary	TEAD-YAP block
73	Cc1nc2ccccc2c(=O)n1NCc1ccc(OC(F)F)cc1	-1.0	-0.1	0	-1
74	Cc1sc2nc(SCC(=O)NC3CCCC3)nc(N)c2c1C	0.2	-0.2	-1	-5
75	CCc1c(C)nc(SCC(=O)Nc2ccc(OC)cc2OC)[nH]c1=O	-0.6	0.2	6	24
76	CCOc1ccccc1NS(=O)(=O)c1cccnc1	1.0	-0.1	5	6
77	O=C(Nc1cc(Cl)ccc1Cl)N[C@H]1C[C@H]2C(=O)N3CCC[C@H]3C(=O)N2C1	1.5	-0.3	3	-2
78	CCOc1ccc(-n2c(=S)sc3c(=O)n(-c4ccc(C)cc4)c(SCC(=O)Nc4ccccc4CC)nc32)cc1	-0.2	-0.1	-5	-3
79	CCOC(=O)c1cnn(-c2nc(-c3ccccc3)cs2)c1CN(C)Cc1cscn1	-0.2	0.1	2	5
80	NS(=O)(=O)c1ccc(CNC(=S)Nc2ccccc2C(F)(F)F)cc1	0.8	0.1	18	2
81	CCOc1ccc(NC(=O)N2CCCC2C(=O)NC2CCCC2)cc1 (stereo not given)	-0.9	0.1	4	-28
82	Cc1ccc(C2C(=O)N(C3CCCCCC3)CC(=O)N2Cc2ccc3c(c2)OCO3)cc1 (stereo not given)	3.4	0.0	2	0
83	COc1ccccc1C(=O)NNC(=O)c1cccc(O)c1	-2.5	0.0	0	79*
84	COC(=O)c1ccc(NC(=O)CSc2c(C)cnc3c2c(=O)n(C)c(=O)n3C)cc1	1.1	0.0	10	15
85	O=C1CC2CS(=O)(=O)CC2N1c1cccc(Cl)c1 (stereo not given)	1.4	-0.1	3	-1
86	CC(=O)N1C=Cc2ccccc2C1c1c[nH]c2ccccc12 (stereo not given)	1.0	-0.1	14	-12
87	COc1ccc(OC)c(NS(=O)(=O)N(C)C)c1	-0.2	0.0	8	1
88	Cc1nc(NC(=O)/C=C/c2cccs2)sc1C(=O)N(C)C	0.0	0.2	18	-65
89	O=C(Nc1ccc(-c2nc3ccccc3o2)cc1)C1CCN(Cc2ccon2)CC1	-0.3	0.4	6	-35
90	Cc1nc2cc(C(=O)NCCc3ccccc3)ccc2n1-c1ccc(Br)cc1	-1.0	0.1	17	6
91	c1ccc(N2CCN(c3nc(NC4CC4)c4ncn(C5CCCCC5)c4n3)CC2)nc1	0.0	-0.2	11	-5
92	Cc1ccc(C(=O)NCC(C)NC(=O)c2ccc(C)o2)o1 (stereo not given)	-1.8	0.7	2	-4
93	CCCNc1cc(NC2CCN(Cc3ccccc3)CC2)nc(N)n1	-0.8	-0.3	14	6
94	O=C(Nc1ccc2ccccc2c1)c1cccc(F)c1	-1.5	0.0	1	-28
95	CCOC(=O)OC[C@H]1O[C@H](C#Cc2ccccc2)C=C[C@@H]1OC(=O)OCC	-0.3	0.1	3	·
96	O=C(CN(Cc1ccccc1)S(=O)(=O)c1ccc(Br)cc1)NCc1ccccc1	-0.1	0.0	41	-1
97	CCCC(=O)Nc1nnc(C)s1	0.7	0.2	8	1
98	CCN(CC)S(=O)(=O)c1ccc(-c2csc(N3N=C(c4cccs4)CC3c3ccc(OC)c(OC)c3)n2)cc1 (stereo not given)	-1.0	1.1	11	-5
99	COc1cc(-c2ccc(NC(=O)c3cc(C)cc(C)c3)c(OC)c2)ccc1NC(=O)c1cc(C)cc(C)c1	0.7	0.1	7	-5
100	Cc1ccnc2nc(C(=O)OCc3nc4ccccc4s3)nn12	-1.1	-0.1	4	1
101	c1cc(-c2ccsc2)c2nc(N3CCNCC3)ccc2c1	3.1	0.8	7	1
102	CN(C)c1ccc(N=C2Sc3cccc4cccc(c34)C2=O)cc1	1.7	0.1	18	-12

Screens: PubChem BioAssay, The Scripps Research Institute Molecular Screening Center
